High-throughput results deposited in PubChem by several laboratories.
PGE2 EP2 inh: human EP2 receptor antagonists, primary screen, TR-FRET cAMP, C6 glioma cells; Prostaglandin E2 receptor EP2 subtype (Homo sapiens), P43116; C6 glioma cells expressing human EP2; cells stimulated with saturating PGE2; inhibition, % at 25 µM; 260,000 tested, 0.52% active; AID 1422, 2008;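 active = percent inhibition above 40 after rounding to a whole number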;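 also: rat C6 glioma host cells with rolipram phosphodiesterase inhibitor present; the protocol text gives 20 µM as final concentration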
Target sequence (P43116 whole entry, looked up): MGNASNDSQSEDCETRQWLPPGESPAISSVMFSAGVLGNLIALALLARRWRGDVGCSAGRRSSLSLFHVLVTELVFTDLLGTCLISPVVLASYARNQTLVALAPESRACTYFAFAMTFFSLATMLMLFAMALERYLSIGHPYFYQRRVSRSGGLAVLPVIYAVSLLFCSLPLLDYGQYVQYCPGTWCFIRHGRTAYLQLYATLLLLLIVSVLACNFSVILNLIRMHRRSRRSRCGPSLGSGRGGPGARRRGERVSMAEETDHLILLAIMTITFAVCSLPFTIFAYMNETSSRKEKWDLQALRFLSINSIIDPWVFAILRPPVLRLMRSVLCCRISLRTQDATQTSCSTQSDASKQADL
RBBP9 inhibitor: human RBBP9 inhibitors, primary screen, biochemical, fluorescence polarization, FP-Rh probe, HTS | Serine hydrolase RBBP9 (Homo sapiens), O75884 | recombinant RBBP9 | inhibition, % at 7.94 µM | 220,000 tested, 0.2% active;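 active = inhibition above the campaign mean of all tested compounds plus 3 SD, cut at about 14% in these data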;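 also: plate controls were DMSO wells with RBBP9 for no effect and wells lacking RBBP9 protein for full effect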
Target sequence (O75884 whole entry, looked up): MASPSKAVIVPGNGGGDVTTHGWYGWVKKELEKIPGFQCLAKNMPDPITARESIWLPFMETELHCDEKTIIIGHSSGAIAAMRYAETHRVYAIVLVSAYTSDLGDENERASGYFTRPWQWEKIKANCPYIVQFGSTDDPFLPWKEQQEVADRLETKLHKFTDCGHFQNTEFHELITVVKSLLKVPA
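system = RBBP9 protein | input = RBBP9 at 2.5 µM in dispensed solution, before mixing | measured by = fluorescence polarization (mP), excitation 525 nm, emission 598 nm | incubation = enzyme-compound preincubation 30 min, then probe labeling 45 min, 25 °C | buffer or medium = Tris-NaCl-Pluronic buffer, pH 8.0 | compound = single dose 7.94 µM | also added = FP-Rh probe, 375 nM dispensing solution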
Runt-SMMHC FRET: inhibitors of RUNX1 Runt–CBFb-SMMHC binding, primary screen, biochemical, FRET, Cerulean-Runt, Venus-CBFb-SMMHC, uHTS | Cerulean-Runt/Venus-CBFb-SMMHC FRET ratio 530/480, 1 h | inhibition, % at 20 µM | 220,000 tested, 0.74% active | AID 1434, 2008;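 active = mean inhibition across duplicate retests at 20 µM reaching about 50%, limit read from the data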;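 also: 0% = DMSO wells and 100% = wells with excess untagged CBFb-SMMHC; inhibitors lower the FRET ratio by blocking Runt binding to CBFb-SMMHC; some results filed as inactive read as strong as hits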
TNF necrop inh: inhibitors of TNF-alpha triggered necroptosis, primary screen, cell-based, Jurkat FADD-/-, single concentration; Jurkat FADD-/- TNF necroptosis rescue, ATP luminescence, 24 h; 0 = TNF only, 100 = no-TNF cells; activation (protection from cell death), % at 10 µM; 220,000 tested, 0.068% active; AID 463075, 2010;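 active = activation, meaning protection from cell death, of at least 50% relative to plate controls; inactive = activation below 50%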;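 also: necroptosis triggered by 40 ng/mL TNF-alpha added together with compound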
Hck Nef HTS: inhibitors of Nef-activated human Hck kinase, primary screen, biochemical, Z-Lyte FRET, 384-well, Hck-YEEI; Recombinant Hck-YEEI plus Nef, Z-Lyte FRET kinase assay; Tyrosine-protein kinase HCK (Homo sapiens), P08631; 220,000 tested, 0.68% active; AID 463187, 2010; inhibition, % at 20 µM;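 active = Hck-Nef kinase inhibition above about 50%, limit read from the data; inactive = inhibition below that limit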;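 also: 0% = DMSO with Hck plus Nef and 100% = Hck alone without Nef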
Target sequence (P08631 whole entry, looked up): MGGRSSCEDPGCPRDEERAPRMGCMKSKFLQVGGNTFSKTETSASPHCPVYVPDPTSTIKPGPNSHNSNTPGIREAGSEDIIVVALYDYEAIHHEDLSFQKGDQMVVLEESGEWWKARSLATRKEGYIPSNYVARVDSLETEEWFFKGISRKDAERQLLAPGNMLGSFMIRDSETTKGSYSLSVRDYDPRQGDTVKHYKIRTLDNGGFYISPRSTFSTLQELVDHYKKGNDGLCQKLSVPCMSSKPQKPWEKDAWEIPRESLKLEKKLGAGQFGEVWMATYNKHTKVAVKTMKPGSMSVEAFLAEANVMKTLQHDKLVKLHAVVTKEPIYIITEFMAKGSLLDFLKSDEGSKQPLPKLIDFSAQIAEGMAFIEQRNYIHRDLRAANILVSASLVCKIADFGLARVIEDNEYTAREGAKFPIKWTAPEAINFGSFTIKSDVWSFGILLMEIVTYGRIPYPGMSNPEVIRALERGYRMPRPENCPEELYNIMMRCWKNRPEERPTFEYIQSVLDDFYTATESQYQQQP
PERK inh: block of dimerizer-induced PERK translation repression, primary screen, PERK inhibitor project, CHO PERK-DD cells, SEAP luminescence, HTS; AID 1416, 2008; CHO PERK-DD fusion, SEAP luminescence translation reporter; inhibition, % at 5.6 µM; 220,000 tested, 0.17% active;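 active = inhibition above the mean inhibition of all tested compounds plus 3 SD, set separately per screening campaign, cut at about 2.9% in these data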;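 also: PERK kinase domain activated by AP20187 dimerizer at 100 nM; 0% = DMSO with dimerizer and 100% = rapamycin at 8.4 µM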
Runt-CBFb FRET: inhibitors of RUNX1 Runt–CBFb binding, primary screen, biochemical, FRET, Cerulean-Runt, Venus-CBFb, uHTS; AID 1496, 2009; 220,000 tested, 0.46% active; inhibition, % at 20 µM; Cerulean-Runt/Venus-CBFb FRET ratio 530/480, 1 h;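 active = inhibition over about 50% at 20 µM in the single-dose screen, limit read from the data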;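 also: 0% = DMSO wells and 100% = excess unlabeled CBFb competitor control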
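Doses: 20 µM compound in 1% DMSO | Material: Cerulean-labeled Runt domain protein | Amount: Each fluorescent fusion protein 100 nM | Schedule: Two 1 h room-temperature incubations shielded from light | Measured by: FRET fluorescence | Evaluation: Loss of energy transfer signal | Controls: Unlabeled CBFb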
EP2 modulator: EP2 receptor modulators, cAMP readout, primary screen, cell-based, HTRF cAMP, PGE2 stimulation; EP2-expressing cells, cAMP HTRF FRET, PGE2 co-stimulation; induction, % at 25 µM; Prostaglandin E2 receptor EP2 subtype (Homo sapiens), P43116; 260,000 tested, 0.83% active;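 active = compounds whose cAMP rise, as percent of the full-agonist control response, exceeds 60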;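 also: rat C6 glioma line stably carrying human EP2 under a CMV promoter; the protocol text gives 20 µM as final concentration; 100% = response of wells given 1 µM PGE2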
L929 necroptosis: inhibitors of zVAD-triggered necroptosis, primary screen, L929 cells; L929 zVAD necroptosis rescue, ATP luminescence, 24 h; with zVAD 60 µM; viability rescue, % at 10 µM; 220,000 tested, 0.38% active; AID 1377, 2008;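 active = activation, scaled between plate controls, above about 75%, limit read from the data; inactive = activation under that limit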;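 also: 0% = zVAD with DMSO and 100% = DMSO alone without zVAD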
Active calls of the source: *; . = not tested or not shown; & = joins results of further samples. The list is partial (hit frequency here may not be typical).

SMILES	PGE2 EP2 inh	RBBP9 inhibitor	Runt-SMMHC FRET	TNF necrop inh	Hck Nef HTS	PERK inh	Runt-CBFb FRET	EP2 modulator	L929 necroptosis
O=C(COC(=O)C1(c2ccccc2F)CCCC1)NCc1ccc2c(c1)OCO2	0	5	1	0.5	2	0.0	-2	-10	1.0
COc1ccc(/C=N\n2nnc3ccccc32)cc1	.	-4	-2	-1.8	-3	0.5	-2	13	1.2
CN(CCO)c1cc(Sc2nc3ccccc3s2)c2nonc2c1[N+](=O)[O-]	6	1	28	-2.0	0	0.0	35	1	-0.3
CCc1cc2c(NCCN3CCCCC3)ncnc2s1	7&5	-6	-1	0.7	4	-1.4	0	-4&-46	-0.7
O=C(O)C(Cc1cn[nH]n1)=NO	4	-5	-1	2.5	6	1.7	0	-1	0.7
Cc1ccc(S(=O)(=O)NCC(=O)N2CCCCC2)cc1	7	-4	-3	1.4	0	0.7	1	8	0.4
Cc1nc2ccccc2c2c1C(=O)NC2=O	9	-2	3	-7.6	13	1.2	0	19	-0.1
O=C(C[n+]1cccc(/C=N/O)c1)N1CCCCCC1	5	1	1	-0.7	23	0.0	-1	10	2.5
CC1CCCC(C)N1/N=C/c1ccc(N(C)C)cc1 (stereo not given)	7	-1	0	1.7	16	0.1	2	-11	0.9
Cc1ccc(C(=O)C2CCN(CC(=O)Nc3ccc(N(C)C)cc3)CC2)cc1	3	-4	7	-0.1	1	-0.8	6	-24	-0.5
CCC1SC2=NCCN2C1(O)c1ccc(Cl)cc1 (stereo not given)	10	9	4	-1.6	3	0.3	-3	-13	0.2
O=C(COc1ncnc2ccccc12)NCC1CCCO1 (stereo not given)	7	2	-1	0.4	-1	1.2	0	-2	0.6
CC(C)NC(=O)C1(c2ccccc2)CCOCC1	13	-6	0	-0.4	0	0.3	-2	23	-0.2
O=C(Nc1ccc(Cl)c(Cl)c1)Nc1ccccc1NS(=O)(=O)c1cccs1	4	-1	-4	0.8	6	0.5	-2	-41	1.4
CCn1ncc(Br)c1C(=O)Nc1nccs1	4	-9	4	-1.4	8	-0.5	1	28	0.4
COC(C[C@@H]1O[C@@H]1[C@H](O)[C@H](C)OCc1ccccc1)OC	7	.	1	0.3	24	.	0	-26	-0.8
O=C(CN1CCN(c2ccccc2F)CC1)Nc1ccccc1F	10	-8	1	-2.0	-21	0.8	0	-7	0.7
COc1ccc(Br)cc1CNc1ccc(S(N)(=O)=O)cc1	4	-1	-2	1.5	3	0.7	1	-22	0.2
CC(=O)N/N=C/C1=CCC2CC1C2(C)C (stereo not given)	6	-1	-1	-0.1	-19	0.6	0	-14	-2.0
O=C(CCN1C(=O)c2ccccc2C1=O)Nc1ccc(-c2cn3ccsc3n2)cc1	13	-9	-6	-0.6	1	-0.2	0	-45	2.4
CCOC(=O)C1CCN(S(=O)(=O)c2cc(F)ccc2OC)CC1	5	1	2	0.5	-3	1.2	0	9	0.1
CCOc1ccc(N2CC(C(=O)N/N=C/c3sccc3C)CC2=O)cc1 (stereo not given)	6	-6	0	0.4	9	-1.4	-2	0	0.5
COC(=O)CSc1nc(N)nc(C)c1Br	12	-3	-2	0.3	0	0.4	-3	20	-0.4
Cc1ccc(N2CCN(CC(O)COc3ccc([N+](=O)[O-])cc3)CC2)cc1 (stereo not given)	5	-4	-3	0.9	0	0.9	0	-34	-0.3
COC(=O)c1sccc1-n1cccc1C(=O)C(=O)N1CCOCC1	8	0	-3	-0.4	-8	2.2	1	-3	2.5
Cc1ccc(CNn2cnnc2SCC(=O)NC(C)(C)C)cc1	7	-4	1	0.9	8	0.3	2	11	1.4
CN(c1ccc(C(=O)NCCSC(C)(C)C)cc1)S(C)(=O)=O	11	-4	0	-1.3	1	0.7	1	13	0.1
CCO[C@@H]1OC(C(=O)N2CCN(Cc3ccc4c(c3)OCO4)CC2)=C[C@H](C2CC2)[C@H]1CCCO	9	-9	0	0.4	-10	0.1	-1	9	-0.3
Cc1onc(-c2c(Cl)cccc2Cl)c1C(=O)N1CCSCC1	14	-1	-2	-1.4	2	0.7	0	-2	-0.2
COc1cc2c(cc1OC)C(c1cccnc1)CC(=O)N2 (stereo not given)	11	-7	4	4.5	16	0.1	3	12	1.2
CCOC(=O)/C=c1\s/c(=C\c2sccc2C)c(=O)n1CC(=O)NCc1ccc(C)cc1	14	0	-221	-0.6	-8	1.7	-67	25	-0.3
COc1ccc(N2CCN(C(=O)c3ccc(N(C)S(=O)(=O)c4ccc(C)cc4)cc3)CC2)cc1	5	2	1	-0.5	24	1.5	2	-35	0.0
CC1CCN(CC(=O)Nc2ccccc2C(=O)c2ccccc2)CC1	0	-1	0	-0.1	11	0.7	-4	63*	0.1
O=C(CSc1nnc(CNC(=O)c2cccs2)o1)c1ccc(Cl)cc1	15	-4	-1	-4.3	1	-0.7	0	-46	0.0
Cc1nnc(SCC(=O)c2ccc(Cl)cc2)n(N)c1=O	14	18*	23	0.3	17	-0.7	46	-3	23
CCn1cc(Br)c(C(=O)NC(C)c2ccccc2)n1 (stereo not given)	11	1	3	-1.0	10	0.0	1	-1	-0.5
CC1CCN(CCc2nc3cc(NC(=O)Nc4ccccc4)ccc3n2C)CC1	10	-4	-4	0.3	-1	-0.3	1	-12	5.9
Cc1ccc(-c2ccc(CO)o2)cc1N	4	-7	2	-1.0	21	0.1	2	2	3.8
O=C(/C=C/c1cccs1)N1CCN(c2ccc(F)cc2)CC1	9	0	1	-0.5	18	0.6	3	13	0.0
CN(C)C(=O)C12CCC(C)(C(=O)C1Br)C2(C)C (stereo not given)	11	-5	-1	0.3	16	-0.3	0	14	0.3
COc1ccccc1/C=N/NC(=O)c1ccc(Br)cc1	6	-12	-2	-0.7	19	0.0	0	-115	-0.2
CC1CCc2c(C(=O)NCCCN3CCOCC3)csc2C1 (stereo not given)	3	-7	-8	0.7	1	-0.8	-2	8	0.1
COc1ccc(C)cc1NC(=O)N1CCCc2ccccc21	2	-4	3	-0.9	8	0.7	2	61*	-0.8
Cc1cc(N2CC34C=CC(O3)C(C(=O)O)C4C2=O)no1 (stereo not given)	8&2	5	-4	0.5	0	0.6	1	7&3	1.0
COc1cc(/C=C2\COC/C(=C\c3cc(OC)c(OC)c(OC)c3)C2=O)cc(OC)c1OC	38	0	-9	8.6	-4	-0.7	-8	-48	14
Cc1ccc(CN2CCCC(CO)(Cc3ccccc3C)C2)s1 (stereo not given)	6	-8	2	0.0	12	0.2	-1	52	-0.9
CCC(C)NC(=O)CSc1nc2ccccc2c(=O)n1CCCC(=O)NCC1CCCO1 (stereo not given)	2	-4	-1	1.4	7	0.4	-2	-1	1.3
CCSc1nnc(NC(=O)CSc2nc(C)cc(C)n2)s1	10	-3	-4	0.4	0	-0.8	3	7	0.8
COc1ccc(OCCC(=O)OCC(=O)NC(=O)NC(C)(C)C)cc1	11	-12	-3	0.2	5	1.1	0	6	-0.4
CCN(CC)Cc1ccccc1Sc1ccccc1	8	-6	3	1.8	-1	-0.6	-1	11	-0.1

Entries shown so far that contain a tert-butyl group:
SMILES	PGE2 EP2 inh	RBBP9 inhibitor	Runt-SMMHC FRET	TNF necrop inh	Hck Nef HTS	PERK inh	Runt-CBFb FRET	EP2 modulator	L929 necroptosis
Cc1ccc(CNn2cnnc2SCC(=O)NC(C)(C)C)cc1	7	-4	1	0.9	8	0.3	2	11	1.4
CN(c1ccc(C(=O)NCCSC(C)(C)C)cc1)S(C)(=O)=O	11	-4	0	-1.3	1	0.7	1	13	0.1
COc1ccc(OCCC(=O)OCC(=O)NC(=O)NC(C)(C)C)cc1	11	-12	-3	0.2	5	1.1	0	6	-0.4

Later entries
SMILES	PGE2 EP2 inh	RBBP9 inhibitor	Runt-SMMHC FRET	TNF necrop inh	Hck Nef HTS	PERK inh	Runt-CBFb FRET	EP2 modulator	L929 necroptosis
CC(=O)N1CSCC1C(=O)NNS(=O)(=O)c1ccccc1 (stereo not given)	11	-2	-6	-0.4	16	0.8	-3	1	-0.1
Cc1ccc(C(=O)N2CCCC(C(=O)c3ccc(Oc4ccccc4)cc3)C2)cn1 (stereo not given)	6	-6	0	-2.3	4	0.1	-6	-25	-0.3
CCOC(=O)C(C(=O)OCC)C1CS(=O)(=O)CC1C(C(=O)OCC)C(=O)OCC (stereo not given)	8	5	3	-0.1	3	-0.1	-1	28	0.4
CN(C)C(=O)Oc1cccc([N+](C)(C)C)c1	12&10&14	-6&-2	4	2.4&0.3	-2&-4	0.9&1.5	8	19&13&-1&21	1.9&0.5
COc1cc(CC(=O)Nc2ccc(N3CCOCC3)cc2)cc(OC)c1OC	8	-3	-3	0.2	-4	0.4	1	4	1.8

5 records drawn at random from the list so far, as already listed:
SMILES	PGE2 EP2 inh	RBBP9 inhibitor	Runt-SMMHC FRET	TNF necrop inh	Hck Nef HTS	PERK inh	Runt-CBFb FRET	EP2 modulator	L929 necroptosis
Cc1ccc(C(=O)N2CCCC(C(=O)c3ccc(Oc4ccccc4)cc3)C2)cn1 (stereo not given)	6	-6	0	-2.3	4	0.1	-6	-25	-0.3
COc1cc(CC(=O)Nc2ccc(N3CCOCC3)cc2)cc(OC)c1OC	8	-3	-3	0.2	-4	0.4	1	4	1.8
CCOC(=O)C(C(=O)OCC)C1CS(=O)(=O)CC1C(C(=O)OCC)C(=O)OCC (stereo not given)	8	5	3	-0.1	3	-0.1	-1	28	0.4
CC(=O)N1CSCC1C(=O)NNS(=O)(=O)c1ccccc1 (stereo not given)	11	-2	-6	-0.4	16	0.8	-3	1	-0.1
CN(C)C(=O)Oc1cccc([N+](C)(C)C)c1	12&10&14	-6&-2	4	2.4&0.3	-2&-4	0.9&1.5	8	19&13&-1&21	1.9&0.5
